ADAM17 inh: inhibits human ADAM17 | recombinant ADAM17, EDANS/DABCYL FRET peptide cleavage | inhibition, % at 6.95 µM | hit rate 0.83% among 370,000;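 active = inhibition above the mean of compounds lying between control limits plus 3 SD, set per campaign, cut at about 8.5% in these data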;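 note: 0% = DMSO-only wells as the low control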
ASAP1 GAP inh: ASAP1 ArfGAP inhibition; Q9ULH1; ASAP1-stimulated ARF1 GTP hydrolysis, GDP FP detection; inhibition, % at 16.5 µM; hit rate 0.19% among 360,000; AID 624377; in the data active = inhibition above about 25%;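 note: 0% = vehicle with enzyme and substrate and 100% = no enzyme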
TDP2 absorb: TDP2 (human) inhibition, absorbance primary screen; O95551; recombinant TDP2, T5PNP hydrolysis, p-nitrophenol absorbance 415 nm; inhibition, % at 12.8 µM; hit rate 0.34% among 370,000; AID 720702;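 active = inhibition above the mean of all tested compounds plus 3 SD, set per campaign, cut at about 25% in these data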;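 note: 0% = DMSO with enzyme and 100% = buffer with substrate but no TDP2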
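System – recombinant human TDP2 · Amount – 120 nM TDP2 per well · Buffer or medium – Mg2+-containing Tris-HCl buffer, pH 7.5 · Reagent – T5PNP substrate, 5 mM · Dosing – 12.8 µM single point, 1% DMSO · Incubation – 2 h at 37 °C · Measured by – epi absorbance · Read-out basis – percent inhibition · Benchmarks – high control without enzyme, low control DMSO plus TDP2 · Repeats – singlicate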
ADAM10 inh: inhibits human ADAM10; O14672; recombinant ADAM10, EDANS/DABCYL FRET peptide cleavage, 3 h; inhibition, % at 7 µM; hit rate 0.62% among 370,000;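 active = inhibition above a per-campaign cutoff equal to the mean of compounds falling between control-based bounds plus 3 SD, cut at about 20% in these data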;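 note: 0% = DMSO wells while the 100% control is not disclosed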
Target sequence (O14672 214-748 limits assumed): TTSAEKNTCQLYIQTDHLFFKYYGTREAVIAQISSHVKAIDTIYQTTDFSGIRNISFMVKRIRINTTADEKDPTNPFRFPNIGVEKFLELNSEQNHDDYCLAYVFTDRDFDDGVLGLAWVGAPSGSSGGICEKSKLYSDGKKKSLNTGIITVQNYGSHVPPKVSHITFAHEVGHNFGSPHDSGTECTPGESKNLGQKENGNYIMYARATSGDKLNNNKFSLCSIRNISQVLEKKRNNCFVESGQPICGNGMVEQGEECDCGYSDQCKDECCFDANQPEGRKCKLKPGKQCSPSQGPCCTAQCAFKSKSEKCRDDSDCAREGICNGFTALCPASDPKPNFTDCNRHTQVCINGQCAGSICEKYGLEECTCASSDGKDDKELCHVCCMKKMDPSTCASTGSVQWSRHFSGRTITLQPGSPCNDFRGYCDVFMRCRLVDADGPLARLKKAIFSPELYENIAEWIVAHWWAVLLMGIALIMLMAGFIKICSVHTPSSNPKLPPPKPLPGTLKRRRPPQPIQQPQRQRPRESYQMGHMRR
DDE Tn7 FP inh: inhibitors of Tn7 peptide binding to human fibrin DD(E). hit rate 0.13% among 370,000. FP displacement of FITC-Tn7 peptide from fibrin DD(E); 0% = median of compound wells per plate. P02675. AID 720508. inhibition, % at 8.3 µM;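 active = inhibition above the mean of compounds falling within the control limits plus 3 SD of them, cut at about 14% in these data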;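 note: 0% = plate median of compound wells and 100% = 10 µM Aha-Tn7 peptide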
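Assay system: human fibrin DD(E). Input: DD(E) 2 µM final. Medium: Tris buffer with calcium and detergent, pH 7.8. Compound dosing: single point at 8.3 µM. Timing: 10 min plus 3 h, room temperature. Technique: fluorescence polarization of the labelled Tn7 tracer. Read-out: percent inhibition. Replicates: singlicate testing.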
LEDGF integ inh: blocks HIV-1 LEDGF/p75-dependent DNA integration. hit rate 0.64% among 370,000. inhibition, % at 3.7 µM. TR-FRET IN-LEDGF/p75 DNA integration, Eu/Cy5;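 active = inhibition above the screen-wide mean plus 3 SD, cut at about 13% in these data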;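 note: signal is the Cy5 over europium emission ratio at 671 and 618 nm; 0% = plate median of compound wells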
DDE Tn6 FP inh: disrupts Tn6 cyclic peptide binding to fibrin D-Dimer-E complex | P02675 | Fibrin DD(E) TRITC-Tn6 fluorescence polarization displacement | inhibition, % at 8.3 µM | hit rate 0.21% among 370,000;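 active = inhibition above a per-campaign cutoff: mean of compounds within control limits plus 3 SD, cut at about 15% in these data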;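 note: 0% = median of all compound wells on the plate and 100% = blocking peptide control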
PLC-gamma1 inh: blocks human PLC-gamma1 enzyme activity | inhibition, % at 12.2 µM | P19174 | hit rate 0.84% among 370,000 | purified PLC-gamma1, fluorogenic substrate, fluorescence; in the data active = inhibition above about 9.5%
proKLK7 act: activates the human kallikrein-7 zymogen | AID 652039 | hit rate 0.9% among 370,000 | activation, % at 7 µM | purified proKLK7, EDANS-DABCYL substrate fluorescence; 100% is mature enzyme control, 0% vehicle;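 active = activation above the mean of all tested compounds plus 3 SD, computed per campaign excluding outliers beyond control limits, cut at about 13% in these data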
Target sequence (P49862 whole entry, looked up): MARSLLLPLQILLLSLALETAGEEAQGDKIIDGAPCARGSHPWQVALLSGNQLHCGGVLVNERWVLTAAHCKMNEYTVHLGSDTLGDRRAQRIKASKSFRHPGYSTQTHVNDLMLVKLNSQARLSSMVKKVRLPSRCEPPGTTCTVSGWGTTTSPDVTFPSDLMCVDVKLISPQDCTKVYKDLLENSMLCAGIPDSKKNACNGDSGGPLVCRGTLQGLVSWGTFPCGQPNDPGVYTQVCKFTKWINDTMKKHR
ARFGAP1 inh: rat ARFGAP1 inhibition; Q62848; Arfgap1-stimulated ARF1 GTP hydrolysis, GDP FP detection; inhibition, % at 16.5 µM; hit rate 0.26% among 360,000; AID 651572;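 active = inhibition above a per-plate limit, mean inhibition of low control wells plus 3 SD, cut at about 25% in these data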;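 note: 0% = DMSO wells with enzyme and 100% = wells lacking Arfgap1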
Target sequence (Q62848 1-136 limits assumed): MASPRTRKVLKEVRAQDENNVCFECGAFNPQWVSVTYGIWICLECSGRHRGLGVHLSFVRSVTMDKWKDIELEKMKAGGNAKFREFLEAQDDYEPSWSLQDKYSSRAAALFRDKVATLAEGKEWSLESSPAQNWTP
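Assay system: purified rat His6-Arfgap1 residues 1-136 (GAP domain); Reagent: human Δ17 ARF1 bound to GTP; Dosing: 16.5 µM single point, 1.26% DMSO; Times: GTP hydrolysis reaction 2 h at 25 °C; Signal: FP, GDP Alexa 633 tracer displaced from anti-GDP antibody, 620/688 nm; Measure: % inhibition from polarization.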
The depositor's hits bear a star; nt = not tested or not shown. Outcome played no part in choosing rows. Share with any hit: about 4.2%.

structure | ADAM17 inh | ASAP1 GAP inh | TDP2 absorb | ADAM10 inh | DDE Tn7 FP inh | LEDGF integ inh | DDE Tn6 FP inh | PLC-gamma1 inh | proKLK7 act | ARFGAP1 inh
N#CCSc1nc2scc(-c3cccs3)c2c(=O)n1CCc1ccccc1 | -2 | -3 | -2 | 7 | -1 | -2 | -6 | -1 | -0.2 | -4
COc1ccc(-c2ccc(C(=O)Nc3ccc(OC)nc3)c3occc23)c(C)c1 | 1 | 8 | -1 | 11 | 1 | 3 | 0 | -7 | 9.4 | -7
CCN(C[C@H]1N[C@@](CC)(C(=O)OC)[C@H]2C(=O)N(Cc3ccccc3)C(=O)[C@@H]12)C(=O)c1ccc(F)cc1 | -5 | 2 | 4 | -12 | 3 | 0 | 0 | -2 | 0.5 | -1
O=C1c2cccc3cccc(c23)C(=O)N1Cc1ccccn1 | -86 | -10 | -11 | -328 | 3 | 1 | 3 | -9 | 0.3 | -6
Fc1ccc(C(c2nnnn2Cc2cccs2)N2CCN(C3CCCC3)CC2)cc1 (stereo not drawn) | -6 | -5 | 6 | -2 | -3 | 0 | 3 | -1 | -0.6 | -2
Cc1cc(-c2ccccc2)nc(N2CCC(C(=O)NC(C)C)CC2)n1 | -10 | 1 | 0 | -30 | -4 | 1 | -8 | -12 | 0.1 | 5
CCN(C(=O)COC(=O)c1cc(S(=O)(=O)Nc2c(C)n(C)n(-c3ccccc3)c2=O)ccc1Cl)C1CCCCC1 | -2 | -6 | 5 | 6 | -1 | 1 | 2 | 2 | 0.5 | 4
Clc1cccc(CNc2nc(-c3ccccn3)nnc2-c2ccccc2)c1 | 1 | nt | -10 | 5 | 2 | -1 | -2 | 2 | nt | nt
COC(=O)/C(=C\Nc1ccc(Cl)cc1Cl)NC(=O)c1ccc(Cl)cc1Cl | 2 | -1 | -1 | 8 | 5 | 0 | 3 | 1 | -1.5 | -9
CS(=O)(=O)c1ccc(Cl)c(NC(=O)COC(=O)c2ccc(F)cc2Cl)c1 | 2 | 4 | 6 | -1 | -11 | 1 | 2 | 1 | -0.3 | 7
COc1ccccc1CNC(=O)N1CCN(c2ccccc2C)CC1 | -2 | 6 | 5 | -8 | -3 | 1 | -3 | 2 | 0.2 | 8
CN=c1scc(-c2ccccc2F)n1/N=C/c1ccc[nH]1 | -1 | -12 | -11 | -9 | -5 | -15 | -13 | -27 | -1.7 | 21
COCCN1C[C@@H](CO)O[C@@H](n2cnc3c(NC(C)C)ncnc32)C1 | -1 | -10 | -7 | -7 | 5 | -4 | 6 | 1 | -0.1 | 2
OCCC1CN(Cc2ccccc2-c2ccco2)CCN1C1CCCC1 (stereo not drawn) | -4 | 0 | 3 | -1 | -5 | 3 | -2 | 1 | -0.2 | 16
Cc1ccc(CN(CC(=O)NCCc2ccccc2)C(=O)CCCC(=O)Nc2cc(C)on2)cc1 | 0 | 1 | -10 | 5 | 1 | 1 | 6 | -5 | -0.2 | -3
CCNC(=S)Nc1ccc2c(c1)c(=O)n(C)n2-c1cc(C)cc(C)c1 | -81 | -5 | 7 | -275 | 7 | -1 | 1 | -329 | -0.5 | -14
O=S1(=O)C=C(SCc2ccccc2)Nc2ccccc21 | -2 | 16 | 3 | -1 | -5 | 1 | -10 | -2 | 0.0 | -4
Cn1cc(CN2CCN(c3ccc(Cl)cn3)CC2)c(-c2ccccc2F)n1 | -3 | 9 | 10 | -3 | -2 | 1 | 6 | -1 | 0.9 | -13
CS(=O)(=O)N(CC(=O)NCc1ccccc1Cl)c1cccc([N+](=O)[O-])c1 | -2 | -4 | -1 | -7 | 4 | -1 | 3 | 2 | 0.0 | -9
COc1ccc(OC)c(NC(=O)c2ccc(-c3cccs3)cc2)c1 | 0 | 2 | -1 | -2 | 15* | -3 | -7 | -68 | -12 | 0
O=C(CNC(=O)c1ccccc1O)N/N=C/c1ccccn1 | -15 | 2 | -9 | -28 | 5 | -4 | 0 | -3 | -1.0 | -3
COc1ccc([C@H]2/C=C\CN(S(=O)(=O)c3ccc4ccccc4c3)[C@@H](C)C(=O)N2Cc2ccc(F)cc2)cc1 | 5 | -1 | -2 | 2 | 0 | 1 | 0 | 0 | -1.3 | 8
Cc1c(C(N)=O)c(-c2ccccc2)nn1-c1ccccc1 | -1 | 5 | 8 | -5 | -7 | -1 | -6 | -4 | -0.5 | 1
COc1ccc(Nc2nc(-c3cccnc3)cs2)c(OC)c1 | -1 | -3 | -2 | -8 | -10 | -2 | 3 | -2 | -0.7 | 3
Cc1nnc(NC(=O)CSc2ccc(-c3ccco3)nn2)s1 | -4 | 6 | -6 | 1 | -9 | 5 | 1 | -2 | -0.3 | -2
CCn1nc(C(=O)NNC(=O)c2ccccc2OCc2c(C)noc2C)c2ccccc2c1=O | -10 | 1 | 2 | -8 | 4 | 1 | -3 | 2 | 0.0 | -3
NC(=O)COC(=O)/C=C/c1cccc(Br)c1 | -2 | -3 | 2 | 1 | 7 | -1 | -6 | -2 | -0.1 | 16
Cc1ccc(C(c2nnnn2C(C)(C)C)N2CCC(C)CC2)cc1 (stereo not drawn) | 1 | 11 | -10 | 12 | -5 | 4 | -2 | 5 | 0.0 | 13
COC(=O)[C@]1(Cc2ccccc2)N[C@H](c2ccc(-c3ccc(OC)cc3)cc2)[C@@H]2C(=O)N(C)C(=O)[C@@H]21 | -7 | 0 | 2 | -19 | -6 | 5 | -1 | -9 | -1.7 | 10
Cc1cc2nc(NC(=O)C3(C)CCN3C(=O)C(C)C)[nH]c2cc1C (stereo not drawn) | -1 | -6 | -7 | -9 | 4 | 1 | 7 | -2 | 0.0 | 1

Compound profiles, as listed above. Screens in order: ADAM17 inh, ASAP1 GAP inh, TDP2 absorb, ADAM10 inh, DDE Tn7 FP inh, LEDGF integ inh, DDE Tn6 FP inh, PLC-gamma1 inh, proKLK7 act, ARFGAP1 inh
Cc1c(C(N)=O)c(-c2ccccc2)nn1-c1ccccc1 as listed: -1, 5, 8, -5, -7, -1, -6, -4, -0.5, 1
N#CCSc1nc2scc(-c3cccs3)c2c(=O)n1CCc1ccccc1 as listed: -2, -3, -2, 7, -1, -2, -6, -1, -0.2, -4
COC(=O)/C(=C\Nc1ccc(Cl)cc1Cl)NC(=O)c1ccc(Cl)cc1Cl as listed: 2, -1, -1, 8, 5, 0, 3, 1, -1.5, -9
COc1ccc(Nc2nc(-c3cccnc3)cs2)c(OC)c1 as listed: -1, -3, -2, -8, -10, -2, 3, -2, -0.7, 3
CS(=O)(=O)c1ccc(Cl)c(NC(=O)COC(=O)c2ccc(F)cc2Cl)c1 as listed: 2, 4, 6, -1, -11, 1, 2, 1, -0.3, 7

(listing goes on)
structure | ADAM17 inh | ASAP1 GAP inh | TDP2 absorb | ADAM10 inh | DDE Tn7 FP inh | LEDGF integ inh | DDE Tn6 FP inh | PLC-gamma1 inh | proKLK7 act | ARFGAP1 inh
COC(=O)[C@]12CCCCC=C1N(Cc1ccco1)C(=O)[C@H](CC(=O)N1CCC(c3ccccc3)CC1)C2 | 3 | 15 | -8 | 6 | -8 | 0 | 0 | 7 | 0.2 | -2
CCCCCCc1ccc(OCC(=O)O)cc1OCC(=O)O | -1 | -17 | -11 | -23 | 2 | 0 | -2 | -3 | -0.1 | 17
CCN(C(=O)COC(=O)CCC(=O)c1ccc(Cl)cc1)c1c(N)n(Cc2ccccc2)c(=O)[nH]c1=O | -2 | -1 | 9 | -3 | -1 | -1 | 3 | 3 | 0.0 | 3
Cc1cc(C)c(OCCCCN(C)C)c(Br)c1 | 0 | 4 | -1 | 0 | 6 | -3 | 10 | -2 | -0.5 | 11
Cc1ccc(CN2CCCCC(NC(=O)Nc3cccc([N+](=O)[O-])c3)C2=O)cc1 (stereo not drawn) | -3 | nt | 0 | 2 | 6 | -1 | -5 | 0 | -0.5 | nt
Cc1cc(NCc2ccccc2)nc(N2CCOCC2)n1 | -7 | 3 | 5 | -5 | -1 | 1 | -11 | -5 | 0.0 | 7
COCCNC(=O)C1CCN(C(=O)c2cc3sccc3n2Cc2ccc(F)cc2)CC1 | -5 | 12 | 5 | 3 | -3 | 1 | 5 | 0 | -0.2 | -8
N#CC12CCCCC1CC1CCCCC1(C#N)N2N (stereo not drawn) | 1 | 5 | -7 | -1 | -2 | 3 | 7 | 1 | -0.6 | 10
C=CCOc1ccc(C=Nc2ccc(OC)cc2)c(O)c1 | -3 | -7 | 15 | 0 | -1 | 0 | 2 | -2 | -3.6 | -7
Cc1ccc(CNc2nc3ccc(C)cc3n3cnnc23)cc1 | -1 | 10 | -8 | -11 | -5 | -3 | -5 | -1 | -0.1 | -1
COCCn1c(SCC(=O)NCc2ccco2)nc2cccnc21 | -3 | -12 | 5 | -6 | -8 | 3 | -6 | -1 | 0.5 | -8
